Screening results (PubChem BioAssay)
Coupling enz = inhibits coupling enzyme system, counter-screen for aldolase hits; coupling enzyme system counterscreen, AmpLite Red fluorescence; AID 2472; activity change, negative = inhibition, % at 58.2 µM, hits read low; hit rate 0.67% among 290,000; in the data active = activity change below about -30%
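Coupling enzymes only (glyceraldehyde-3-phosphate) + compound, at 57.5 uM final, 10 min RT; add substrate/coupling/AmpLite Red mix, 20 min RT; fluorescence ex 525/em 598 nm. Actives flag coupling-system interference.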
PKM2 act = PKM2 (human) enzyme activation | hit rate 0.34% among 260,000 | purified PKM2, Kinase-Glo ATP luminescence, activation; response scale: 0% is enzyme alone, no compound | P14618 | AID 1631 | Potency, µM (top dose mostly 57.5 µM), for the others: top-dose activation, hits mostly activators; note: potency is the fitted concentration of half-maximal effect; nearly all actives have a fitted effect of over 55% in size
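hPK-M2, >95% pure; 0.1 mM ADP / 0.5 mM PEP final; imidazole pH7.2 buffer w/ 7 mM MgCl2, 50 mM KCl; 1 h RT; Kinase-Glo lum. Intermediate enzyme activity for dual inhibitor/activator qHTS.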
Eya2 inh = blocks the phosphatase activity of human Eya2 | AID 488837 | recombinant Eya2, OMFP fluorescence dephosphorylation (OMFP is methylfluorescein phosphate) | Potency, µM (doses to about 76.9 µM), without a hit: at the highest dose activity, negative = inhibition, hits mostly inhibitors | O00167 | hit rate 0.006% among 330,000; note: potency is the fitted concentration of half-maximal effect
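Eya2 (0.2 uM) preincubated 10 min at ambient with compound, then OMFP substrate added at 50 uM; 10 min reaction in 50 mM HEPES pH 7.5, 50 mM NaCl, 5 uM MgCl2, 0.05% BSA, 1 mM DTT. Fluorescence read at Ex 485/Em 525 nm.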
BCR signal inh = blocks chronic active B-cell receptor signaling; ABC-DLBCL IkBa-CBG/CBR reporter, luminescence ratio, 4 h; Potency, µM (highest dose often 46.1 µM), inactives show top-dose ratio change, negative = lower green/red ratio, actives largely listed as inhibitors; hit rate 0.05% among 340,000; AID 493014; active = well fitted inhibition curve with a large enough effect in the signal ratio, with a control signal flat, not every such curve was filed as active; inconclusive = small, poorly fitted or top-dose-only effect, or effect the other way, or a change in a side signal; the % refers to the signal ratio;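 note: potency is the fitted concentration of half-maximal effect; plate controls were basal doxycycline-induced cells for no effect and cells given 10 µM MG132 for full effect; MG132 reads +100%, hits lower the ratio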
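TMD8 human ABC-DLBCL cells with doxycycline-inducible IκBα–green luciferase fusion and unfused red luciferase, in 0.5% FBS medium; compounds up to 46 uM, 4 h at 37C. Green/red luminescence ratio, filter-overlap corrected, fitted to concentration-response curves.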
GALK inhibitor = blocks human galactokinase activity | hit rate 0.007% among 270,000 | Purified GALK, Kinase-Glo residual ATP luminescence | Potency, µM (doses to about 57.5 µM), for inactives: top-dose activity change, negative = inhibition, hits mostly inhibitors | P51570; note: potency is the fitted concentration of half-maximal effect
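Human GALK (5 nM) with 35 uM ATP and 100 uM galactose in 20 mM HEPES pH 8.0, 5 mM MgCl2, 60 mM NaCl, 1 mM DTT, 0.01% BSA. After 1 h at room temperature, leftover ATP was read by Kinase-Glo Plus luminescence.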
USP2a block = blocks human ubiquitin-specific protease USP2a; USP2 core, Ub-CHOP2 coupled fluorogenic reporter, 485/531; AID 463254; O75604; Potency, µM (doses to about 38.3 µM), for the others: at the highest dose activity change, negative = inhibition, hits mostly inhibitors; hit rate 0.01% among 330,000;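 note: potency is the fitted concentration of half-maximal effect; plate controls were DMSO wells for no effect and full inhibition by NEM control for full effect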
Target sequence (O75604 whole entry, looked up): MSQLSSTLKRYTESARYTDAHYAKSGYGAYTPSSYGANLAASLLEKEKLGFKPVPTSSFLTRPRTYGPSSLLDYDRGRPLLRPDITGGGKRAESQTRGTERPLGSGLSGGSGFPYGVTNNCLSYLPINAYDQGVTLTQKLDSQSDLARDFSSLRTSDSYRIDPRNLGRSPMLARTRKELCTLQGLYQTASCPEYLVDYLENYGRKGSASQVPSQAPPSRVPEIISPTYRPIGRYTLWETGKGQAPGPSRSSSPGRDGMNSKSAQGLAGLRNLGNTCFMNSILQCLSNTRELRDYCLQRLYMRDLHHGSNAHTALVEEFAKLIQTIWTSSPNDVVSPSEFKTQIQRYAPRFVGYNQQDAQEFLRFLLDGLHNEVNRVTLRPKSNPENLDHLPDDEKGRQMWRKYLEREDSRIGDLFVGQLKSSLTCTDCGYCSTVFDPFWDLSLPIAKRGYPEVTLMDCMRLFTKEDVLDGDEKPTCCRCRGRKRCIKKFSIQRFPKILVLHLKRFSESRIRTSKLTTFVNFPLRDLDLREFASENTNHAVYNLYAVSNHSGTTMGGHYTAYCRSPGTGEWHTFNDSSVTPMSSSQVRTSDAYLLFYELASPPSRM
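Deubiquitinase activity read as fluorescence (485/531 nm) after Ub-CHOP2 cleavage activates the enterokinase reporter on its substrate; USP2 core 10nM, Ub-CHOP2 and substrate 25nM each, 30min compound preincubation then 60min RT; data normalized to NEM, curves fitted.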
KCNH2 3.1 inh = blocks the human KCNH2 3.1 channel isoform | U2OS KCNH2 3.1, thallium flux FluxOr; stronger effect = lower value | activity change, % (tested at about 1.8 µM) | hit rate 0.95% among 340,000;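 active = maximum activity change below -70%; inconclusive = maximum activity change from -70% to -50%; inactive = maximum activity change above -50%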;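 note: thallium influx rate constant from kinetic fluorescence after stimulation buffer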
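Steps: virus added to U2OS suspension (4 h, RT, dark); medium with 10% FBS added, cells plated, 37 C overnight; FluxOr/Red40 loading buffer 45 min RT; stimulation buffer, 2 min kinetic read; rate constant normalized.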
B2AR arrestin = recruits beta-arrestin to the human beta2-adrenergic receptor | P07550 | beta-arrestin recruitment to beta2AR, cell-based reporter | Potency, µM (titrated, usually from 46.1 µM), without a hit: at the top dose activation, actives largely listed as activators | hit rate 0.02% among 330,000;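 note: potency is the fitted concentration of half-maximal effect; 0% = DMSO controls and full agonism = EC100 isoproterenol or metaproterenol; nearly all actives have a fitted effect of over 65% in size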
Target sequence (P07550 whole entry, looked up): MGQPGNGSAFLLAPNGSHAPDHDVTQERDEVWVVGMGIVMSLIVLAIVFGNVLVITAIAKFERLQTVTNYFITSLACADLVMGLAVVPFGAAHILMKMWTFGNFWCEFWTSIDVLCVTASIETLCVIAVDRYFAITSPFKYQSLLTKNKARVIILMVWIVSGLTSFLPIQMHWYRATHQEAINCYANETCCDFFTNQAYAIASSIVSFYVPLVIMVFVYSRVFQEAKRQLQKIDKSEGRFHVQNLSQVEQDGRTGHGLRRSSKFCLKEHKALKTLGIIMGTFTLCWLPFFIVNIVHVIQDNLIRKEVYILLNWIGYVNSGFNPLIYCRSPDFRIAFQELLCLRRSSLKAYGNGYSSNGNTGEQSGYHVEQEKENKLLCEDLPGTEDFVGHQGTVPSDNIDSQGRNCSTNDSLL
uPA generation = blocks generation of uPA at the cell surface. AID 540303. cell surface uPA generation assay, qHTS. hit rate 0.31% among 330,000. Potency, µM (titrated, usually from 38.3 µM), without a hit: at the highest dose activity change, negative = inhibition, most hits filed as inhibitors; active = well fitted inhibition curve with a large enough effect; inconclusive = small, poorly fitted or top-dose-only effect; inactive = no such curve, though single readings can be large or run the other way; tested in mouse RAW 264.7 cells; note: potency is the fitted concentration of half-maximal effect; nearly all actives have a fitted effect of over 55% in size
Giardia killer = kills Giardia lamblia | hit rate 0.15% among 340,000 | Giardia lamblia trophozoite viability | activity change, % at 7.66 µM, hits read low | AID 540267; in the data active = activity change below about -80%; inconclusive = between about -30% and that limit;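 note: parasites exposed to compound for two days anaerobically before the ATP read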
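ATP-content bioluminescence gauges trophozoite survival. Cells (100/well) receive compound and incubate anaerobically for 48 hrs at 37 deg C; detection reagent follows for 15-30 min at room temperature.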
hERG WT inh = KCNH2 (human, wildtype) channel inhibition | Q12809 | AID 720551 | activity change, % at 1.84 µM | hit rate 0.37% among 340,000 | U2OS, BacMam KCNH2, thallium flux FluxOr; stronger effect = lower value;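 active = maximum activity change below -70%; inconclusive = maximum activity change between -70% and -50%; inactive = maximum activity change above -50%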
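U2OS cells were transduced with wild-type KCNH2 virus (2.03 x 10^8 / mL) for 4 h at room temperature, then cultured overnight at 37 C. Thallium flux was read with FluxOr dye. Rate constants were normalized to DMSO controls.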
The depositor's hits bear a star; [ ] = remark or other dose. Unless noted, calls come from the whole dose curve; as a rule, active = well fitted curve in the direction sought with a large enough effect; inconclusive = small, poorly fitted or top-dose-only effect, or another doubt; inactive = no such curve, though single readings can be large; an effect the other way counts as inactive or inconclusive. Unless noted, % is set by controls: 0 for no effect and ±100 for the full control effect. This is a random part of the collection; about 2.4% have a hit in one of these screens.

O=[n+]1cc(-c2ccc(F)cc2)n([O-])c2c1CCC2 was read as Coupling enz -2, PKM2 act 1%, Eya2 inh 11%, BCR signal inh inconclusive, GALK inhibitor 3%, USP2a block -2%, KCNH2 3.1 inh -4, B2AR arrestin -0.2%, uPA generation 2%, Giardia killer -1 and hERG WT inh 2.
Screening CCN(CC)S(=O)(=O)c1ccc(/C=C/C(=O)OCC(=O)Nc2ccc(C(N)=O)cc2)cc1 returned Coupling enz 4, PKM2 act -1%, Eya2 inh 0%, BCR signal inh -7%, GALK inhibitor -7%, USP2a block 0%, KCNH2 3.1 inh 17, B2AR arrestin 0.2%, uPA generation -12%, Giardia killer -6 and hERG WT inh -16.
For Cc1ccc(S(=O)(=O)Nc2ccc3ncccc3c2)cc1 the results were Coupling enz 0, PKM2 act 15%, Eya2 inh 13%, BCR signal inh -2%, GALK inhibitor 0%, USP2a block 1%, KCNH2 3.1 inh 1, B2AR arrestin -1.1%, uPA generation -6%, Giardia killer 1 and hERG WT inh -6.
Screening Cc1[nH]c2ccc(OCc3ccccc3)cc2c1CCN1C(=O)OC(C)(C)C1(C)O (configuration not stated) returned Coupling enz -1, PKM2 act 13%, Eya2 inh -17%, BCR signal inh inconclusive, GALK inhibitor 0%, USP2a block -12%, KCNH2 3.1 inh 16, B2AR arrestin -0.2%, uPA generation 10%, Giardia killer 10 and hERG WT inh 7.
Screening Cc1nc2ccccn2c(=O)c1NC(=O)c1cccs1 returned Eya2 inh -4%, BCR signal inh -4%, USP2a block -1%, KCNH2 3.1 inh 6, B2AR arrestin -0.8%, uPA generation -1%, Giardia killer -2 and hERG WT inh -22.
O=C(NNC(=O)c1ccc2ccccc2c1O)Nc1ccc(F)cc1 was read as Coupling enz 8, PKM2 act -2%, Eya2 inh 2%, BCR signal inh inconclusive, GALK inhibitor -4%, USP2a block -2%, KCNH2 3.1 inh -10, B2AR arrestin 0.2%, uPA generation 1%, Giardia killer -10 and hERG WT inh -24.
`Cc1noc(C)c1C(=O)OCC(=O)c1cc(C)n(Cc2ccccc2Cl)c1C` gave Coupling enz 2, PKM2 act -5%, Eya2 inh 5%, BCR signal inh inconclusive, GALK inhibitor -2%, USP2a block -5%, KCNH2 3.1 inh 8, B2AR arrestin 0.2%, uPA generation -6%, Giardia killer inconclusive and hERG WT inh 0.
COc1cc(CCCN2C(=S)NC[C@@H]2Cc2ccccc2)cc(OC)c1OC was read as Coupling enz -3, PKM2 act -5%, Eya2 inh 5%, BCR signal inh 0%, GALK inhibitor -4%, USP2a block -2%, KCNH2 3.1 inh -9, B2AR arrestin 0.8%, uPA generation 8%, Giardia killer -26 and hERG WT inh 1.
For Cc1c(C#N)c(N)nc2c3c(sc12)NC(=O)CC3c1ccccc1 (configuration not stated) the results were Coupling enz 1, PKM2 act -14%, Eya2 inh -22%, BCR signal inh -6%, GALK inhibitor -1%, USP2a block -7%, KCNH2 3.1 inh 16, B2AR arrestin 0.3%, uPA generation -2%, Giardia killer -13 and hERG WT inh 2.
`N#C/C(=C\c1cc2c(cc1Br)OCO2)C(=O)NCC1CCCO1` (configuration not stated) gave Coupling enz -1, PKM2 act 1%, Eya2 inh -12%, BCR signal inh 0%, GALK inhibitor 1%, USP2a block -2%, KCNH2 3.1 inh -9, B2AR arrestin -0.1%, uPA generation 2%, Giardia killer 13 and hERG WT inh -5.
`C=CC(=O)NCCCc1cc(C(C)(C)C)c(O)c(C(C)(C)C)c1` gave Coupling enz -1, PKM2 act 12%, Eya2 inh -2%, BCR signal inh -11%, GALK inhibitor -1%, USP2a block 0%, KCNH2 3.1 inh -5, B2AR arrestin -0.5%, uPA generation -15%, Giardia killer 4 and hERG WT inh -38.
`Cc1ccnc(NS(=O)(=O)c2ccc(NC(=O)c3snnc3C)cc2)n1` gave Coupling enz 1, PKM2 act 6%, Eya2 inh 1%, BCR signal inh 2%, GALK inhibitor 5%, USP2a block 0%, KCNH2 3.1 inh -4, B2AR arrestin 0.2%, uPA generation -2%, Giardia killer 0 and hERG WT inh -2.
For COc1ccc2nc(NC(=O)CSc3nnc(-c4ccoc4C)n3C)sc2c1 the results were Coupling enz 4, PKM2 act -4%, Eya2 inh -18%, BCR signal inh -8%, GALK inhibitor 3%, USP2a block -1%, KCNH2 3.1 inh 14, B2AR arrestin -0.4%, uPA generation -3%, Giardia killer -10 and hERG WT inh -6.
Screening CC(=O)N1CCc2cc(S(=O)(=O)CCC(=O)Nc3ccc(Cl)cc3F)ccc21 returned Coupling enz 3, PKM2 act -12%[0.46 µM], Eya2 inh 7%, BCR signal inh -1%, GALK inhibitor 0%, USP2a block 4%, KCNH2 3.1 inh -5, B2AR arrestin 0.0%, uPA generation 0%, Giardia killer -3 and hERG WT inh -6.
CC(=O)c1ccc(OCc2cc(C(=O)N(C)Cc3nc4c(C)cccc4[nH]3)no2)cc1 was read as Coupling enz 2, PKM2 act -4%, Eya2 inh -7%, BCR signal inh 1%, GALK inhibitor 1%, USP2a block 1%, B2AR arrestin -0.3%, uPA generation -4%, Giardia killer -3 and hERG WT inh -5.

The closing 2 entries of the section before come first, to join the parts.
Screening CC(=O)N1CCc2cc(S(=O)(=O)CCC(=O)Nc3ccc(Cl)cc3F)ccc21 returned Coupling enz 3, PKM2 act -12%[0.46 µM], Eya2 inh 7%, BCR signal inh -1%, GALK inhibitor 0%, USP2a block 4%, KCNH2 3.1 inh -5, B2AR arrestin 0.0%, uPA generation 0%, Giardia killer -3 and hERG WT inh -6.
CC(=O)c1ccc(OCc2cc(C(=O)N(C)Cc3nc4c(C)cccc4[nH]3)no2)cc1 was read as Coupling enz 2, PKM2 act -4%, Eya2 inh -7%, BCR signal inh 1%, GALK inhibitor 1%, USP2a block 1%, B2AR arrestin -0.3%, uPA generation -4%, Giardia killer -3 and hERG WT inh -5.
Screening CNC(=O)NC(=O)CSc1nnc(C(F)(F)F)n1C returned Coupling enz 0, PKM2 act 0%, Eya2 inh 17%, BCR signal inh inconclusive, GALK inhibitor -1%, USP2a block 0%, KCNH2 3.1 inh -5, B2AR arrestin 0.1%, uPA generation 2%, Giardia killer -6 and hERG WT inh -2.
For O=C(O)CCC(=O)NCCc1cccc(Cl)c1 the results were Coupling enz 4, PKM2 act -1%, Eya2 inh 3%, BCR signal inh 0%, GALK inhibitor -4%, USP2a block 2%, KCNH2 3.1 inh -1, B2AR arrestin 0.4%, uPA generation -1%, Giardia killer 0 and hERG WT inh -8.
For Cc1ccc(C(=O)N2CCCC(c3ccccc3)=N2)cc1 the results were Coupling enz -1, PKM2 act -4%, Eya2 inh inconclusive, BCR signal inh inconclusive, GALK inhibitor -2%, USP2a block -2%, KCNH2 3.1 inh 4, B2AR arrestin 0.2%, uPA generation -1%, Giardia killer 20 and hERG WT inh 17.
For COc1ccc(CCNC(=O)NC23CC4CC(CC(C4)C2)C3)cc1 the results were Coupling enz 1, PKM2 act 5%, Eya2 inh 6%, BCR signal inh inconclusive, GALK inhibitor 1%, USP2a block 0%, KCNH2 3.1 inh -4, B2AR arrestin 0.3%, uPA generation 0%, Giardia killer -28 and hERG WT inh 2.
`CCCOc1ccc(-c2nn(-c3ccccc3)cc2/C=C2\SC(N)=NC2=O)cc1C` gave Coupling enz -1, PKM2 act 0%, Eya2 inh -7%, BCR signal inh 0%, GALK inhibitor -1%, USP2a block 3%, KCNH2 3.1 inh -5, B2AR arrestin -0.7%, uPA generation 5%, Giardia killer 0 and hERG WT inh -13.
COc1ccc(NC(=O)CSc2nc(C)c3c(c2C#N)CCCC3)cc1 was read as PKM2 act -1%, Eya2 inh -3%, BCR signal inh -10%, GALK inhibitor -4%, USP2a block 0%, KCNH2 3.1 inh -1, B2AR arrestin -0.3%, Giardia killer 8 and hERG WT inh -2.
Screening CCN(C(=O)C(C)OC(=O)c1nn(-c2ccccc2C(F)(F)F)cc1O)c1ccccc1 (configuration not stated) returned Eya2 inh -3%, BCR signal inh 1%, USP2a block 1%, KCNH2 3.1 inh 13, B2AR arrestin 0.9%, uPA generation 0%, Giardia killer -8 and hERG WT inh -7.
Screening C/C(=N/NS(=O)(=O)c1cccc([N+](=O)[O-])c1)c1ccncc1 returned PKM2 act -7%, Eya2 inh 3%, BCR signal inh -10%, GALK inhibitor -2%, USP2a block 0%, KCNH2 3.1 inh 12, B2AR arrestin -0.4%, uPA generation 0%, Giardia killer -9 and hERG WT inh -4.
`Cc1cccc(N2CCN(C(=S)NCc3ccco3)CC2)c1C` gave Coupling enz 0, PKM2 act -5%, Eya2 inh 0%, BCR signal inh -1%, GALK inhibitor 1%, USP2a block 0%, KCNH2 3.1 inh -2, B2AR arrestin -0.3%, uPA generation 6%, Giardia killer -5 and hERG WT inh 16.
